Compound activity deposited in PubChem BioAssay by several laboratories.
KLK7 zymogen act – proKLK7 zymogen activators, primary screen, biochemical, fluorescence intensity; purified proKLK7, EDANS-DABCYL substrate fluorescence; 100% is mature enzyme control, 0% vehicle; activation, % at 7 µM; 370,000 compounds, 0.9% hits;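 active means activation above the mean of all tested compounds plus 3 SD, computed per campaign excluding outliers beyond control limits, cut at about 13% in these data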
Target sequence (P49862 whole entry, looked up): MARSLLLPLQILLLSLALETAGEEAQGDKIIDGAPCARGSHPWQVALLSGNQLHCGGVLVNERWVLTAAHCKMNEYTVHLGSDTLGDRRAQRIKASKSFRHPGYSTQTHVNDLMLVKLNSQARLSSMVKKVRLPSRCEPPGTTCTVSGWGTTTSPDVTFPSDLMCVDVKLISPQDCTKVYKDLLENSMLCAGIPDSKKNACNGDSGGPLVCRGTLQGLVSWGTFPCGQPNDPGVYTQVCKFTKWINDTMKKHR
DAX1 inh-1 – DAX1 (NR0B1) inhibitors, primary screen, cell-based, HEK293, Gal4-DAX1, luciferase luminescence; HEK293 Gal4-DAX1 luciferase reporter; 340,000 compounds, 0.99% hits; inhibition, % at 6.75 µM; AID 504766, 2011; Nuclear receptor subfamily 0 group B member 1 (Homo sapiens), P51843;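 active means inhibition above the mean over all tested compounds plus 3 SD, cut at about 4.2% in these data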;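 further: 0% = DAX1-transfected cells with DMSO and 100% = empty-vector control cells with DMSO; inhibition shows as a rise in luminescence from relieved DAX1 repression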
Target sequence (P51843 207-470 limits assumed): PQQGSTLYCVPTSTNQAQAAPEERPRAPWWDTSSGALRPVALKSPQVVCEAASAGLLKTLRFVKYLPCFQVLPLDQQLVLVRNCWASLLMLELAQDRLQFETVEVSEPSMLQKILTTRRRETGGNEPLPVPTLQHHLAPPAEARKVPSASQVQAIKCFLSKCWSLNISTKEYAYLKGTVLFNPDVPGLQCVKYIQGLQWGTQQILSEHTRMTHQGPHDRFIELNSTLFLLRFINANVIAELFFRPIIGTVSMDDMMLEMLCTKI
sPLA2-III inh – human group III sPLA2 inhibitors, primary screen, biochemical, QFRET, BODIPY PC-A2 liposome substrate. Group 3 secretory phospholipase A2 (Homo sapiens), Q9NZ20. QFRET BODIPY PC-A2 liposome hydrolysis, fluorescence. inhibition, % at 12.2 µM. 370,000 compounds, 0.56% hits. AID 743126, 2013;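 active means inhibition above mean plus 3 SD of compounds lying within the high and low control bounds, cut at about 19% in these data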;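 further: 0% = median of test compound wells and 100% = no enzyme DMSO wells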
Target sequence (Q9NZ20 whole entry, looked up): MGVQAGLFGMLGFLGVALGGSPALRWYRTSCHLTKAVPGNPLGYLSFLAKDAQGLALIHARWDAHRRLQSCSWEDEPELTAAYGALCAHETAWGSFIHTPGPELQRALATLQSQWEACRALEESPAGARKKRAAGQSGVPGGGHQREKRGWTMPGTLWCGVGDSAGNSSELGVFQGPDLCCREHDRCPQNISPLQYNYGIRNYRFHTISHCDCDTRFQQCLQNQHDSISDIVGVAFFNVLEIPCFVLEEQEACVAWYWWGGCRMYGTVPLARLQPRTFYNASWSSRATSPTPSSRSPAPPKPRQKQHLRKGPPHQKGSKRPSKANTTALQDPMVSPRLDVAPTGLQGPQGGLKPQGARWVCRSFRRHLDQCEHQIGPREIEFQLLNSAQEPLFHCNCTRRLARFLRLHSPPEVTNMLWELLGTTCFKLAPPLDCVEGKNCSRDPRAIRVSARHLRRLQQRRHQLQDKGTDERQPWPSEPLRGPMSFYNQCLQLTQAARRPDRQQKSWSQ
ssDAF12 agonist – S. stercoralis DAF-12 nuclear receptor activators, primary screen, cell-based, luminescence, HEK293, GRIP1 co-expression, lit1-tk-luc | activation, % at 6.8 µM | 370,000 compounds, 1% hits | HEK293 ssDAF-12/GRIP1 lit1-tk-luc reporter; % of 3 µM dafachronic acid response | Nuclear hormone receptor DAF-12 (Strongyloides stercoralis) | AID 652126, 2013;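 active means activation above the mean over all tested compounds plus 3 SD, cut at about 0.9% in these data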;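 further: 0% = DMSO-only wells and 100% = 3 µM delta7-dafachronic acid wells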
GAA850 FXN act – FXN promoter activators, primary screen, cell-based, luciferase luminescence, HEK293 lucGAA850; HEK293 lucGAA850 FXN promoter luciferase reporter, 24 h; percent of 10 µM SAHA response; activation, % at 6 µM; 360,000 compounds, 0.56% hits;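 active means activation above the average of all compounds screened plus 3 SD, cutoff fixed separately per campaign, cut at about 7.5% in these data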;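 further: 0% = DMSO wells and 100% = 10 µM SAHA wells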
SMARCA2 activ – SMARCA2 (BRM) function activators, primary screen, cell-based, luminescence, high throughput; AID 652017, 2013; 370,000 compounds, 1% hits; activation, % at 9.1 µM; MG213 cells, MMTV-luciferase reporter, dexamethasone, overnight; in the data active means activation above about 7.8%;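 further: 0% = vehicle wells and 100% = reference activator wells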
GC-B act – human GC-B receptor activators, primary screen, HEK293 GC-B cells, cGMP TR-FRET, EC30 CNP; 0% at EC30 CNP, 100% saturating CNP; activation, % at 10 µM; 370,000 compounds, 0.11% hits;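 active means activation at 10 µM reaching about 35% in either raw or pattern-adjusted values, limit read from the data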
NPR1 activator – GC-A stimulated cGMP production enhancers – HEK293 GC-A cells, cGMP TR-FRET, EC30 ANP, primary screen; Atrial natriuretic peptide receptor 1 (Homo sapiens), P16066; 0% at EC30 ANP, 100% saturating ANP; activation, % at 10 µM; 370,000 compounds, 0.14% hits; AID 1671463, 2021; in the data active means activation above about 40%
DAX1 inh-2 – DAX1 (NR0B1) inhibitors on StAR promoter, primary screen, cell-based, luminescence, SF-1 (NR5A1), full-length DAX-1. HEK293T StAR-luciferase reporter, SF-1/DAX-1 repression relief. inhibition, % at 6.8 µM. 370,000 compounds, 1.1% hits. AID 652010, 2013;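 active means inhibition above the mean over all tested compounds plus 3 SD, cut at about 3.6% in these data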;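 further: 0% = DAX-1 cells with DMSO and 100% = cells lacking DAX-1 with DMSO; higher inhibition means more luminescence from relief of DAX-1 repression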
hcDAF-12 act – H. contortus DAF-12 nuclear receptor activators, primary screen, cell-based, luminescence, HEK293, lit1-tk-luc reporter | HEK293 hcDAF-12 lit1-tk-luc reporter; 0% DMSO, 100% Δ7-dafachronic acid | activation, % at 6.8 µM | 370,000 compounds, 1.4% hits;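 active means activation above the mean of all tested compounds plus 3 SD, cut at about 5.5% in these data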;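 further: 100% = response to 3 µM Δ7-dafachronic acid high control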
hgDAF12 agonist – H. glycines DAF-12 receptor agonists, primary screen, cell-based, luminescence, HEK293, GAL4 fusion, UAS-luciferase. Nuclear hormone receptor DAF-12 (Heterodera glycines), GAL4 fusion. HEK293 GAL4-hgDAF12 UAS-luciferase reporter, agonist luminescence; normalized to butyrate control. activation, % at 6.8 µM. 370,000 compounds, 1.8% hits;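 active means activation above a cutoff set at the mean of all screened compounds plus 3 SD, cut at about 10% in these data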;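 further: 0% = DMSO wells and 100% = sodium butyrate wells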
Active calls of the source: *; · = no result given.

SMILES	KLK7 zymogen act	DAX1 inh-1	sPLA2-III inh	ssDAF12 agonist	GAA850 FXN act	SMARCA2 activ	GC-B act	NPR1 activator	DAX1 inh-2	hcDAF-12 act	hgDAF12 agonist
Clc1ccc2c(NCCNC3CCCCC3)ccnc2c1	0.6	0.5	2	-1.3	-4.0	12*	-9	-4	0.0	-0.3	-1.3
COc1ccccc1C(C#N)N1N=C(C)CC1c1ccccc1 (stereo not given)	-0.7	0.9	10	-1.3	-0.2	-4	-9	-3	0.2	-0.9	-0.9
Cc1ccc(C(=O)N(CC(C)C)c2c(N)n(Cc3ccccc3)c(=O)[nH]c2=O)o1	0.1	0.6	8	-1.0	1.6	1	-3	3	0.3	-1.7	0.7
COc1ccc(C2c3[nH]c4ccccc4c3C[C@H]3C(=O)N(c4ccccc4C(=O)N4CCC(C(=O)O)CC4)C(=O)N23)cc1 (stereo not given in full)	1.9	2.3	-10	-0.7	0.8	3	13	7	0.6	5.3	1.3
COc1cccc(NC(=O)CCN2CCN(c3ccccc3F)CC2)c1	0.0	-0.2	-2	-1.2	-0.1	-1	4	8	0.1	-0.2	1.3
CCOC(=O)c1c(NC(=O)C2CCN(S(=O)(=O)c3ccc(Cl)cc3)CC2)sc2c1CCCC2	0.2	1.7	4	-1.3	-5.2	-4	-3	-1	0.1	-2.8	-0.8
O=C(NCc1ccccc1)NCc1cccs1	0.3	0.6	-4	-1.0	2.1	-1	-1	2	1.2	0.7	1.6
O=C(COC(=O)CSc1ccc([N+](=O)[O-])cc1)NCCC1=CCCCC1	1.2	0.6	-23	-1.0	0.9	0	-5	-1	-0.7	-0.4	1.3
CCOC(=O)CCCNC(=O)CCNC(=O)c1ccc(OC)cc1	-0.1	-0.3	-1	-0.3	2.9	-4	-4	5	-0.2	0.1	1.1
CCOc1cc(/C=C2/C(=N)N3OC(C)=CC3=NC2=O)ccc1OC(=O)c1ccco1	-0.9	-0.2	-38	-0.6	-0.9	-4	-1	-5	-1.5	1.0	2.2
O=c1c(F)cn(C2CCCO2)c(=O)n1Cc1ccccc1F (stereo not given)	2.0	-0.4	0	-1.3	-0.6	-1	3	5	0.9	-1.1	0.7
CCn1cc(CN2CCC(C(=O)Nc3ccc(Oc4ccccc4)nc3)CC2)cn1	-0.3	0.3	-5	0.1	1.6	-3	2	2	-0.8	-0.7	-1.6
COCCN1C(=O)COc2ccccc2C1C(=O)NC(C)(C)C (stereo not given)	-0.2	·	3	-1.3	·	-1	-2	2	0.0	0.2	1.9
C/C(=N\NC(N)=O)c1ccc(Cl)s1	-0.4	0.3	-6	-0.5	1.9	1	0	2	-0.2	-1.1	0.6
CC1CCN(C(=O)COC(=O)Cn2cnc3ccccc32)CC1	-0.2	1.0	5	0.0	-0.9	-4	-1	2	0.1	0.4	3.5
O=C(C1CCCCC1)N1CCN(S(=O)(=O)c2ccc(Br)cc2)CC1	-0.1	-0.8	3	-0.8	1.2	0	0	-6	0.8	-0.1	-0.6
CCN1CC2CCCC3(C1)C(=O)NC1(CCCCC1)N=C23 (stereo not given)	-1.2	1.8	7	-1.2	-2.8	-2	3	6	-0.1	-1.6	1.2
COc1ccc(-c2nc(C#N)c(NCc3ccccc3Cl)o2)cc1OC	-2.5	-0.3	4	-1.3	7.0	4	14	19	0.1	-0.4	0.2
COC(=O)c1sccc1NC(=S)Nc1ccc(F)cc1F	0.3	0.5	4	-1.5	-0.2	1	4	1	-0.3	5.3	4.0
Fc1ccc(NC(=S)N2CCn3cccc3C2c2cccnc2)cc1 (stereo not given)	-0.8	-0.7	-1	-1.7	-0.7	-2	0	-1	-0.2	-2.2	1.8
Cc1[nH][nH]c(=O)c1C(c1ccc(-c2ccc(F)cc2)o1)c1c(C)[nH][nH]c1=O	0.3	-1.1	-19	-1.4	0.3	-4	-1	6	-0.2	-0.6	-4.5
CCCSc1nnc(-c2cccc(S(=O)(=O)N(C)C)c2)n1-c1cc(OC)ccc1OC	0.4	-0.3	-6	-1.2	-1.1	-2	-16	-13	-1.8	-2.7	-1.2
N/C(=N\OC(=O)c1ccc2c(c1)OCO2)c1ccc(Cl)cc1	0.4	0.8	0	-0.8	2.9	8.9*	2	2	0.5	-0.9	6.1
CN(C)S(=O)(=O)Oc1ccsc1C(=O)Nc1ccc(Cl)cc1	0.6	0.7	-15	-0.9	0.1	-3	0	6	-1.4	-1.8	-0.1
COc1ccc(CCNc2cc(C)nc3c(-c4ccccc4)cnn23)cc1OC	-119	-2.0	-7	-1.5	-3.5	-2	2	4	-0.4	-1.6	-5.4
COC(CNC(=O)c1c[nH]c2ccc(S(=O)(=O)N(C)c3ccc(F)cc3)cc2c1=O)OC	-4.4	0.3	-4	-1.1	-0.1	-4	-2	-5	-0.8	-0.9	-1.5
Cc1nccn1Cc1cccc2ccccc12	0.2	0.5	-3	-1.2	-0.3	-3	-1	0	0.5	0.1	-0.5
C#CCN(CC=C)Cc1ccc(OC)cc1OC	0.0	·	3	-1.1	·	2	4	-1	-0.2	-0.3	-3.6
CCC(C)NCCOCCOc1ccc(Br)cc1 (stereo not given)	0.6	-0.4	1	-1.3	2.1	1	6	-1	-0.3	-2.4	2.7
Cc1ccc(CN(C)C(=O)c2cccc(S(=O)(=O)N3CCN(Cc4ccccc4)CC3)c2)o1	0.5	-0.9	-16	-0.8	1.1	0	2	1	-0.9	-0.7	-2.9
CCOc1cc(C(=O)N/N=C/C2CC=CCC2)cc(OCC)c1OCC (stereo not given)	0.3	1.7	12	-0.5	-0.7	-3	6	3	-1.3	-0.2	-1.5
O=C(c1ccc(-c2cc(O)c3ncccc3c2)cc1)N1CCNCC1	0.0	1.8	23*	-1.3	3.2	3	-3	-5	-0.1	2.1	0.3
CCOC(=O)CN(C(=O)CSc1nnc(-c2ccc(OC)c(OC)c2)o1)c1ccc(F)cc1	0.4	-1.2	2	-1.3	-1.2	-6	-2	-3	0.2	-0.4	-4.9
CCC(C)[C@H](NC(=O)Nc1ccccc1F)C(=O)OC (stereo not given in full)	0.1	-2.0	-3	-1.0	-0.4	-2	-2	1	-0.2	0.1	-0.3
CC1(c2ccccc2)NC(=O)N(CC(=O)NCCN2C(=O)S/C(=C\c3cccnc3)C2=O)C1=O (stereo not given)	0.3	-0.4	13	0.0	0.5	-1	1	-1	0.4	-0.9	-0.2
COc1ccc(C=NNC(=S)NC23CC4CC(CC(C4)C2)C3)cc1OC	-1.2	-1.9	-7	-1.0	0.6	-1	-2	-1	-1.8	-0.4	-3.6
CC1CN(C(=O)c2c([N+](=O)[O-])cnn2C)CC(C)O1 (stereo not given)	0.6	1.1	-1	-1.2	-0.1	-4	0	3	0.8	-0.9	-1.4
CCCc1c(C)nc(N2CCN(c3ccccc3OC)CC2)[nH]c1=O	-0.2	0.6	-4	-2.0	-0.7	2	-2	-5	-0.4	-2.2	-2.1
CN(CCOC(=O)c1cc2ccccc2o1)C1CN(Cc2cn(Cc3ccc([N+](=O)[O-])cc3)nn2)S(=O)(=O)C1 (stereo not given)	0.7	·	-8	-0.9	·	0	-2	0	-0.3	0.9	3.0
COCCN(C(=O)CNC(=O)c1ccco1)C(C(=O)NC1CCCC1)c1ccc(F)cc1 (stereo not given)	-0.8	0.1	11	-1.2	2.4	-2	-12	-1	-0.1	0.4	3.5
C[C@H](CO)N1C[C@H](C)[C@@H](CN(C)C(=O)Nc2ccc(C(F)(F)F)cc2)Oc2ccc(NS(=O)(=O)c3ccccc3)cc2C1=O	-0.3	0.0	-19	-1.1	-0.8	2	82*	3	-0.3	-1.6	-2.0
CC1=N/C(=C/c2ccc([N+](=O)[O-])cc2)C(=O)N1c1ccc(Cl)cc1Cl	-0.4	-0.3	1	-1.3	1.6	0	-7	1	0.9	-0.8	2.6
Cc1cc(C)cc(N(CC(=O)N2CCOCC2)S(=O)(=O)c2ccccc2)c1	-0.3	-0.2	-3	-0.9	2.6	0	-4	-10	0.2	-1.5	-1.8
COc1ccc(CN(C(=O)c2ccco2)c2ccc(C)cc2)cc1OC	0.0	-0.4	1	-1.5	1.8	-5	-3	-3	-1.7	-2.4	-2.5
O=C(CN1C(=O)NC2(CCCC2)C1=O)N1CCN(S(=O)(=O)c2ccccc2)CC1	-0.2	1.9	-1	-0.1	0.7	-2	5	-1	0.2	-0.1	0.4
CCN(CC)c1cc(C)c2cc(NC(=O)c3ccc(Br)o3)ccc2n1	-1.5	-1.1	2	-1.6	1.1	1	3	14	-1.5	-2.4	-1.6
CCN(CC)S(=O)(=O)c1ccc2c(c1)c(=O)c(C(=O)N1CCOCC1)cn2C	-0.7	3.5	5	-1.2	-2.1	2	0	-1	-0.6	0.4	-1.6
COc1cc(S(=O)(=O)N2CCN(c3ccccn3)CC2)ccc1Br	-0.3	3.6	-3	-1.7	2.5	-3	1	-7	0.0	-1.5	-0.1
O=C(COc1ccc(Cl)cc1)N/N=C/c1cccc2cccnc12	-0.7	0.3	7	-1.0	-0.9	-3	-1	-1	-1.3	-1.5	2.1
O=C(N[C@H]1CC1c1ccccc1)c1ccc([N+](=O)[O-])cc1 (stereo not given in full)	0.5	3.7	7	-0.3	0.7	4	1	6	1.5	4.3	8.2
COC(=O)c1cc2c(c3c4ccccc4n(S(=O)(=O)c4cccc(C)c4)c13)C(=O)N(Cc1ccccc1OC)C2	-5.0	·	5	-0.2	·	-2	-2	3	-1.6	0.8	0.7

Entries of single compounds from above.
O=C(C1CCCCC1)N1CCN(S(=O)(=O)c2ccc(Br)cc2)CC1 as listed: KLK7 zymogen act: -0.1; DAX1 inh-1: -0.8; sPLA2-III inh: 3; ssDAF12 agonist: -0.8; GAA850 FXN act: 1.2; SMARCA2 activ: 0; GC-B act: 0; NPR1 activator: -6; DAX1 inh-2: 0.8; hcDAF-12 act: -0.1; hgDAF12 agonist: -0.6
Clc1ccc2c(NCCNC3CCCCC3)ccnc2c1 as listed: KLK7 zymogen act: 0.6; DAX1 inh-1: 0.5; sPLA2-III inh: 2; ssDAF12 agonist: -1.3; GAA850 FXN act: -4.0; SMARCA2 activ: 12*; GC-B act: -9; NPR1 activator: -4; DAX1 inh-2: 0.0; hcDAF-12 act: -0.3; hgDAF12 agonist: -1.3
